Screening results as filed in PubChem BioAssay.
UCHL1 inh: inhibitors of human UCHL1 deubiquitinase; Ubiquitin carboxyl-terminal hydrolase isozyme L1 (Homo sapiens), P09936; purified UCHL1, Ub-rhodamine cleavage fluorescence; inhibition, % at 20 µM; 47,000 tested, 0.2% active
Target sequence (P09936 whole entry, looked up): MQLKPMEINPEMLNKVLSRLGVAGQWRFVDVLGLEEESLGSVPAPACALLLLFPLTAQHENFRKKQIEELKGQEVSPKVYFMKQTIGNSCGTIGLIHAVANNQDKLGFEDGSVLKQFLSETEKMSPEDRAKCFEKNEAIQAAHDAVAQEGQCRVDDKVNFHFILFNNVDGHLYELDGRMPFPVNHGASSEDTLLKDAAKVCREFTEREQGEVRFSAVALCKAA
USP28 inh: inhibitors of human USP28 deubiquitinase. inhibition, % at 25 µM. 47,000 tested, 3% active. Ubiquitin carboxyl-terminal hydrolase 28 (Homo sapiens), Q96RU2. purified USP28, Ub-rhodamine cleavage fluorescence, 30 min
USP10 inh: inhibitors of human USP10 deubiquitinase | purified USP10, Ub-rhodamine fluorescence, 60 min | inhibition, % at 20 µM | 47,000 tested, 1.1% active | AID 1645856, 2021
Target sequence (Q14694 whole entry, looked up): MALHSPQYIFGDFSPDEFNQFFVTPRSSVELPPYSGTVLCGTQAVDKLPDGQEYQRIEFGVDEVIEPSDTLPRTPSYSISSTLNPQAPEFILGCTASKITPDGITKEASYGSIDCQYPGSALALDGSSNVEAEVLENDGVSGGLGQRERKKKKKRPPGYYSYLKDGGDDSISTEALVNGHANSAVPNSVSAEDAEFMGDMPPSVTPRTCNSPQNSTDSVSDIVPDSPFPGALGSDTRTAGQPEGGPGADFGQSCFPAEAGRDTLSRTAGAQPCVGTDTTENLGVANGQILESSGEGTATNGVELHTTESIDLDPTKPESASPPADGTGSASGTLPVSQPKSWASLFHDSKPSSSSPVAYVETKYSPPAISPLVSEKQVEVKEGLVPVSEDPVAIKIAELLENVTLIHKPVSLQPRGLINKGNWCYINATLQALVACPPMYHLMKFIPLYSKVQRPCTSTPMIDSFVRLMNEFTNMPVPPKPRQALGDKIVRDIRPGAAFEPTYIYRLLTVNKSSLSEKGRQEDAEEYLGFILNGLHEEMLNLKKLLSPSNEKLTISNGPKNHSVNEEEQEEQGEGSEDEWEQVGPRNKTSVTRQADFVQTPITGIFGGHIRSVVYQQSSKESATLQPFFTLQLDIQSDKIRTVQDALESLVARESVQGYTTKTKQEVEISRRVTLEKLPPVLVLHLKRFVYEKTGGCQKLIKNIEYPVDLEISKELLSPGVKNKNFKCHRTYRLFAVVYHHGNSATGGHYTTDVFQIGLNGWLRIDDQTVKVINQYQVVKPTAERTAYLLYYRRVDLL
USP30 block: inhibitors of human USP30 deubiquitinase; inhibition, % at 25 µM; purified USP30, Ub-rhodamine cleavage fluorescence; Ubiquitin carboxyl-terminal hydrolase 30 (Homo sapiens), Q70CQ3; 47,000 tested, 5.3% active; AID 1645860, 2021
USP8 inh: inhibitors of human USP8 deubiquitinase; Ubiquitin carboxyl-terminal hydrolase 8 (Homo sapiens), P40818; purified USP8, Ub-rhodamine cleavage fluorescence, 30 min; inhibition, % at 20 µM; 47,000 tested, 4.2% active; AID 1645853, 2021
USP7 inh: inhibitors of human USP7 deubiquitinase | 47,000 tested, 0.3% active | inhibition, % at 20 µM | purified USP7, Ub-rhodamine cleavage fluorescence
USP17 block: inhibitors of human USP17 deubiquitinase | Ubiquitin carboxyl-terminal hydrolase 17-like protein 5 (Homo sapiens), A8MUK1 | purified USP17, Ub-rhodamine cleavage fluorescence, 3 h | 47,000 tested, 6.5% active | inhibition, % at 50 µM | AID 1645855, 2021
OTUD3 inh: inhibitors of human OTUD3 deubiquitinase; 47,000 tested, 0.7% active; purified OTUD3, Ub-rhodamine fluorescence, 2 h; AID 1645858, 2021; inhibition, % at 25 µM; OTU domain-containing protein 3 (Homo sapiens), Q5T2D3
Starred values were filed as active, the others as inactive; i = inactive; x = no result given. No stated cut-off is given here; in the data, active means inhibition above about 30%; inactive means the rest.

SMILES	UCHL1 inh	USP28 inh	USP10 inh	USP30 block	USP8 inh	USP7 inh	USP17 block	OTUD3 inh
COc1ccc(CCNCc2c(C(=O)O)c(C)n(-c3ccc(C)cc3)c2C)cc1OC	-2	-6	-2	-39	29	-7	6	-9
O=C1N[C@H]2OCCC[C@H]2[C@H](c2cccc(CNC(=O)c3ccon3)c2)N1	2	10	1	10	-1	6	6	7
O=C(Nc1cccc(Cl)c1Oc1ccc(S(=O)(=O)N2CCOCC2)cc1)C(F)(F)F	1	8	2	-6	11	1	1	3
N#Cc1ccccc1COC(=O)c1ccc2ccccc2n1	-2	62*	-1	10	-31	-2	-11	6
Cc1cccc(Cc2nc(CC(=O)Nc3ccccc3)n[nH]2)c1	1	9	-2	20	1	1	-1	11
O=C(CSc1ccccc1)Nc1cccc2nsnc12	4	28	9	24	53*	3	32*	11
CN(C)C(=O)c1ccc(OC2CCN(C(=O)c3ccc(Cl)cc3)CC2)nc1	-5	5	-4	1	2	-5	-11	2
CN1CCCCC[C@@H]2[C@@H]1C[C@@H](Cc1ccccc1)N2C(=O)c1cc(C2CC2)[nH]n1	-2	-2	-7	-50	15	-5	14	-1
COCCN1C(=O)C[C@@H]2[C@H]1CCN2C(=O)c1cccc(OC)c1	0	7	-1	-4	-57	2	1	12
O=C(C1CCCCC1)N1CCC2(CC1)NC(=O)N(CCOc1ccccc1)C2=O	0	4	-5	-3	1	-2	4	1
Cc1sc2c(=O)n(C3CCCCC3)cnc2c1C(=O)NC1CCCC1	2	1	-1	4	0	2	1	7
Cc1ccc2c(c1)OCC(=O)N2Cc1nc(-c2cccc(F)c2)no1	2	26	5	35*	18	5	13	27
Cc1ccc(-c2noc(-c3ccccc3NC(=O)C3CC3)n2)cc1	0	-4	0	0	4	2	4	3
Cc1c(C2CCN(C(=O)NCc3ccccc3)CC2)noc1N	-4	-20	-3	-23	-8	-1	-20	-11
Cc1ccc(Cl)cc1NC(=O)c1c(N2CCCC2=O)c2cc(F)ccc2n1C	3	-9	-3	-38	-6	-2	-7	-13
CC(C)C[C@@H](NC(=O)OC(C)(C)C)C(=O)N1CCC(C(=O)N[C@H](Cc2ccccc2)C(=O)NC(C)c2ccccc2)CC1 (stereo partly drawn)	3	-8	0	-12	-5	-1	-8	-14
Cc1nnc(NC(=O)C2CCN(S(=O)(=O)c3ccc4ccccc4c3)CC2)o1	0	-6	5	-4	-268	-4	-44	-5
CCOc1ccc2[nH]c(=O)c(CN(Cc3cccs3)C(=O)C3CCCCC3)cc2c1	3	13	2	18	12	5	11	5
Cc1ccc(-c2nc(C(=O)N3CCN(c4ccccn4)CC3)cs2)n1C	-2	-13	-2	-26	-18	0	-25	-4
Cc1cc(NCCc2ccccc2)n2ncc(-c3ccc(F)cc3)c2n1	8	7	10	8	12	10	2	12
COc1cc(NC(=O)c2cn3c(n2)CCCC3)cc(OC)c1	1	-8	2	-1	0	0	-4	-3
CC(=O)N1CCn2c(c(C(=O)Nc3cccc(C)c3)c3cccnc32)C1	1	0	-3	-6	-8	0	-1	0
N#Cc1ccccc1NC(=O)c1cccc2c1SCCC2=O	-1	-21	0	-27	-1	x	9	-3
CN(C)S(=O)(=O)c1cccc(CC(C(=O)Nc2ccc3c(c2)OCO3)C(=O)c2ccccc2)c1 (stereo not drawn)	3	6	9	18	5	-2	10	4

Compounds shown so far that have sulfur:
SMILES	UCHL1 inh	USP28 inh	USP10 inh	USP30 block	USP8 inh	USP7 inh	USP17 block	OTUD3 inh
O=C(Nc1cccc(Cl)c1Oc1ccc(S(=O)(=O)N2CCOCC2)cc1)C(F)(F)F	1	8	2	-6	11	1	1	3
O=C(CSc1ccccc1)Nc1cccc2nsnc12	4	28	9	24	53*	3	32*	11
Cc1sc2c(=O)n(C3CCCCC3)cnc2c1C(=O)NC1CCCC1	2	1	-1	4	0	2	1	7
Cc1nnc(NC(=O)C2CCN(S(=O)(=O)c3ccc4ccccc4c3)CC2)o1	0	-6	5	-4	-268	-4	-44	-5
CCOc1ccc2[nH]c(=O)c(CN(Cc3cccs3)C(=O)C3CCCCC3)cc2c1	3	13	2	18	12	5	11	5
Cc1ccc(-c2nc(C(=O)N3CCN(c4ccccn4)CC3)cs2)n1C	-2	-13	-2	-26	-18	0	-25	-4
N#Cc1ccccc1NC(=O)c1cccc2c1SCCC2=O	-1	-21	0	-27	-1	x	9	-3
CN(C)S(=O)(=O)c1cccc(CC(C(=O)Nc2ccc3c(c2)OCO3)C(=O)c2ccccc2)c1 (stereo not drawn)	3	6	9	18	5	-2	10	4

Going on with the list.
SMILES	UCHL1 inh	USP28 inh	USP10 inh	USP30 block	USP8 inh	USP7 inh	USP17 block	OTUD3 inh
Cc1cc(C)nc(SCc2nnc(Nc3ccccc3)s2)n1	2	9	1	28	2	1	22	12
Cc1nc(C)c(-c2ccn[nH]2)s1	-1	-8	-2	-18	-8	2	-4	-10
CC1(C)Cc2nc(N3CCCC3)ncc2C(NC(=O)c2ccccn2)C1 (stereo not drawn)	-5	-5	0	-19	-4	-10	-11	-2
Cc1nc(C2CN(Cc3ccnn3C(C)C)CCO2)cc(=O)[nH]1 (stereo not drawn)	2	7	0	4	20	3	6	11
CC1=NOC(CNC(=O)Nc2cccc(Cl)c2)C1 (stereo not drawn)	-2	-1	0	-6	4	-1	-4	-1
Cc1noc(C)c1S(=O)(=O)N1CCC(CC(=O)NC2CCCC2)CC1	10	6	4	16	7	1	6	6
CC1OC2OC1C=Cc1cccc(O)c12 (stereo not drawn)	-4	2	-15	-11	-28	-4	-19	11
CCc1nc2ccc(C(=O)Nc3nc(-c4ccc5c(c4)CCN5C(=O)c4cccc(F)c4)c(C)s3)cc2nc1CC	3	-3	1	-41	11	-44	13	-2
C#CCOc1ccc(CN2CCc3nc(-c4cccnc4)[nH]c(=O)c3C2)cc1OC	-1	-1	-2	-10	13	0	0	4
CC(=O)N1CCc2cc(S(=O)(=O)NCCCN3CCN(C)CC3)ccc21	-3	-6	0	1	3	0	5	1
Cc1cc(=O)n(CC(=O)NCc2ccc(F)cc2)c(-c2ccc(F)cc2)n1	-1	7	-2	0	-2	-12	3	-3
O=C(N[C@H]1C[C@@H]2C[C@H]1N(C(=O)c1ccccn1)C2)c1ccccc1	-28	-77	-7	-301	-23	-23	-119	-73
O=C(O)c1cc(-c2ccc(-c3ccccc3F)o2)nc2ccc(Cl)cc12	-1	-22	6	-132	-10	5	4	-16
Cc1oc(-c2ccc(Cl)cc2)nc1CN1CCC(C(=O)NCCN2CCCC2)CC1	-4	-42	-6	-76	-7	-40	-31	-35
CC(C)c1ccc(C2c3[nH]c4ccccc4c3C[C@H]3C(=O)N(c4ccccc4C(=O)NCc4ccccc4)C(=O)N23)cc1 (stereo partly drawn)	-10	-29	-7	-177	-12	-6	-34	-36
COc1ccccc1NS(=O)(=O)c1c(C(C)C)nc2sc(C)cn12	0	-7	0	2	-6	-2	-4	-4
COC(=O)c1sc2c(c1N)COC(C)(C)C2	-1	-8	-1	-2	-2	0	-5	-5
CCn1c(SCc2nc(-c3ccccc3)no2)nnc1-c1ccc2c(c1)OCCO2	2	8	1	15	2	0	6	8
COc1ccc(-c2cc(NC(=O)COc3ccccc3)n(C3CCS(=O)(=O)C3)n2)cc1 (stereo not drawn)	3	7	0	16	-15	1	6	4
Cn1nccc1C(=O)N[C@@H]1C[C@@H](Oc2cccc(F)c2)[C@H](O)[C@H]1N1CCC(O)CC1	-7	-25	-5	-195	-50	-5	-28	-34
Cc1cc(F)ccc1NC(=O)CCc1c(C)nn(-c2cc(N3CCOCC3)ncn2)c1C	-1	11	1	19	3	2	16	3
CCCN1CCN(c2nnc(-c3nnc(C)o3)c3ccccc23)CC1	3	2	0	14	-2	6	5	9
COc1ccc(C(=O)N2CCC3(CC2)CO[C@@H]([C@@]2(C)CC[C@H](O)C(C)(C)O2)C3)cc1F	1	8	-1	22	20	1	4	11
Cc1ccc(NC(=O)C2=CCN(Cc3ccccc3F)CC2)cc1	-6	-2	-4	-7	-7	-26	-6	-5
O=C1[C@@H]2Cc3ccccc3CN2C(=O)N1c1cccc2ccccc12	5	13	5	33*	26	1	9	10
Nc1cc(C2CCN(C(=O)NCc3ccc(F)cc3)CC2)no1	-1	6	-1	12	0	2	0	-2
CCC(=O)N1CCCC1c1nnc(C(=O)Nc2ccc(C)cc2)s1 (stereo not drawn)	1	16	3	22	-13	-13	8	7
O=C(Nc1nc2c(s1)CCCC2)c1cccc(Cl)c1Cl	3	38*	6	-2	15	-21	16	8
O=C1COC2(CCN(c3ncc(F)cn3)CC2)CN1Cc1ccccc1	-5	-32	-6	-79	-154	-5	-51	-20
COc1cccc(COC(=O)C2=CN(C)S(=O)(=O)N=C2C)c1	-120	-230	-9	i	-135	-116	-157	-124
O=C(/C=C/c1ccccc1Cl)NCc1ccncc1	1	11	0	17	-7	5	0	13
COc1ccc(-c2cc3nc([C@H](C)NC(=O)CC4CCCC4)nn3cn2)cc1	2	0	26	8	3	16	18	17
N#Cc1ccccc1COC(=O)c1c2c(nc3ccccc13)CCCCC2	3	-7	2	-8	0	-10	-30	0
COc1ccc(-c2csc3ncnc(NCCCN4CCOCC4)c23)cc1	0	-2	-2	0	-10	0	-4	-2
COc1ccc(Nc2ncc3c(n2)CCN(Cc2ccc(OC)c(OC)c2)C3)c(OC)c1	-1	-11	-3	-19	-7	-3	-12	-13
Cc1cc(C)nc(C2CCCN2S(=O)(=O)N2CCOCC2)n1 (stereo not drawn)	-1	-9	0	-10	-4	4	-3	-3
COc1ccc(/C=C/c2nc(-c3ccc4oc(C)nc4c3)no2)cc1	0	13	-2	6	31*	7	x	11
Cc1nnc(NC(=O)C2CCN(S(=O)(=O)c3ccc4c(c3)CCC4)CC2)o1	2	4	1	18	-92	2	-16	8
O=C(CN(c1ccccn1)S(=O)(=O)c1ccc(F)cc1)Nc1ccc(F)cc1F	2	11	1	18	-28	-35	5	15
COCCN1C(=O)c2ccccc2C(C(=O)Nc2cccnc2)C12CCCCC2 (stereo not drawn)	0	10	-1	13	19	0	9	15
O=C(CCC1=NS(=O)(=O)c2ccc(C(F)(F)F)cc2N1)NCCc1ccccc1	-3	-13	16	15	22	8	1	-7
COc1ccc(C(=O)N2CCC3(CC2)N=C(c2ccccc2)NO3)cc1	-3	-5	-3	-11	0	-2	-8	-8
Cc1nnc2ccc(CN3CCc4onc(Nc5cccc(F)c5)c4C3)cn12	0	-9	0	-11	0	-5	-15	-5
COc1ccc(CN(CC(=O)NC(C)(C)C)C(=O)CCC(=O)Nc2ccccn2)cc1	-1	0	2	4	5	0	0	-2
Fc1ccc(Cn2ccc(-c3cnc(-c4ccccc4)s3)n2)cc1	1	62*	9	11	15	1	13	6
O=C(Nc1ccccc1Cl)C1Cc2ccccc2CN1C(=O)c1ccccc1 (stereo not drawn)	-3	6	-10	-26	36*	-16	26	1
CNC(=O)[C@@]12CCC3(CCN(C(=O)c4cccc(Cl)c4)CC3)[C@@H]1CN(C)C2	-2	-7	-3	-15	-10	-1	-17	-4
CC(C)CC(=O)N1CCC(O)(CS(=O)(=O)c2ccc(Cl)c(Cl)c2)CC1	-2	-7	0	-12	-13	-8	-16	-10

Another view of some results above:
SMILES,UCHL1 inh,USP28 inh,USP10 inh,USP30 block,USP8 inh,USP7 inh,USP17 block,OTUD3 inh
COCCN1C(=O)c2ccccc2C(C(=O)Nc2cccnc2)C12CCCCC2 (stereo not drawn),0,10,-1,13,19,0,9,15
O=C(CCC1=NS(=O)(=O)c2ccc(C(F)(F)F)cc2N1)NCCc1ccccc1,-3,-13,16,15,22,8,1,-7

New compounds follow:
SMILES	UCHL1 inh	USP28 inh	USP10 inh	USP30 block	USP8 inh	USP7 inh	USP17 block	OTUD3 inh
Cc1ccc(Cn2cnc3c(nnn3-c3cccc(F)c3)c2=O)cc1	2	9	8	18	42*	7	47*	7
Cc1ccn2cc(-c3ccc(NC(=O)C(C)C)cc3)nc2n1	-1	-7	-2	-2	8	3	2	2
Cc1nc2cc(-c3nccn3C)[nH]n2c(=O)c1Cl	-5	-33	-10	-111	-86	-10	-62	-14
COc1ccccc1NC(=O)c1cnc2c(c1)c(=O)n(C)c(=O)n2-c1ccccc1	-3	-6	0	2	1	-14	0	-7
CC(C)NC(=O)C(=O)NCCN1CCN(S(=O)(=O)c2ccc3ccccc3c2)CC1	-5	-19	-1	-7	-3	-5	-4	-5
O=C(c1cccs1)N1CCC(Nc2ncnc3c2CCC3)CC1	-2	-8	-1	-6	19	2	-6	-2
COC(=O)C1=CO[C@@H](C)[C@H]2C[n+]3ccc4c([nH]c5ccccc54)c3C[C@H]12	-8	-13	-8	-77	-50	-14	-21	-13
COCCNC(=O)CSc1nnc2c3ccccc3nc(-c3ccccc3)n12	-3	-2	-5	17	-2	-7	-7	4
C=C(C)[C@@H]1CC[C@]2(C)C(=C(C)C(=O)C[C@H]2O)C1	4	1	-1	-7	-5	-10	1	0

Rows were taken by chance; 14% or so of the library scored in one or more.
